Compound activity: PubChem, several laboratories
Yeast life ext: extends the lifespan of yeast. 130,000 tested, 0.68% active. AID 775. S. cerevisiae growth with nicotinamide, OD615; deaD strain in restrictive glucose medium. inhibition of the nicotinamide effect, % at 10 µM;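 active = inhibition above a set limit, placed 3 SD over the median of all compounds, cut at about 26% in these data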;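 also: 0% = nicotinamide-treated wells and 100% = cells grown without nicotinamide; some compounds called inactive have numbers as strong as hits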
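Test system – modified budding yeast, DeaD strain · Compound – single dose 10 µM compound, 0.25% DMSO · Times – culture preincubation 4 h, compound exposure 48 h, both 30 °C · Detection – optical density (absorbance) at 615 nm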
NPY-Y2 antag: NPY-Y2 (human) receptor antagonism. P49146. NPY-Y2 expressing cells, antagonist mode. inhibition, % at 2.7 µM. 140,000 tested, 0.99% active; in the data active = inhibition above about 17%;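 also: 0% = vehicle with agonist challenge and 100% = reference antagonist with challenge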
Target sequence (P49146 whole entry, looked up): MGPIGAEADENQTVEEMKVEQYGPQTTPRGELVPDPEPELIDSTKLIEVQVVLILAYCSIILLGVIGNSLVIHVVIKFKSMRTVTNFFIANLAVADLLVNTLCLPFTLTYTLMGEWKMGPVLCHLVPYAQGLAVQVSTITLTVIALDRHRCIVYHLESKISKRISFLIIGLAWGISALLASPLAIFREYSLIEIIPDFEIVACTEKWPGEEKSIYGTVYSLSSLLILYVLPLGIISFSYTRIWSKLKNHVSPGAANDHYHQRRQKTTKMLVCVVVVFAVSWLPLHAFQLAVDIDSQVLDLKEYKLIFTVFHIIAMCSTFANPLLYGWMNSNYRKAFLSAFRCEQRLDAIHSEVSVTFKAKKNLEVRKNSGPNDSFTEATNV
HCT116 PTEN-null: suppresses growth of cells with PTEN deletion. 140,000 tested, 1.2% active. viability, % at 10 µM. HCT116 PTEN-null viability, CellTiter-Glo, 60 h; hits give low values;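 active = viability at or below a set limit, 4 SD under the median of all tested compounds, cut at about 3.7% in these data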;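 also: PTEN knockout HCT116 line with beta catenin targeted HCT116 as companion control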
MRP-1 activ: activates MRP-1 | H69AR cells + doxorubicin, viability rescue, CellTiter-Glo | viability increase, % at 10 µM | 140,000 tested, 0.61% active | AID 799;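 active = viability gain under doxorubicin at or above a set limit, the compound median plus 3 SD, cut at about 4.7% in these data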;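 also: MRP-1 overexpressing cells given doxorubicin 25 µM after compound pretreatment; 18-22 h compound pretreatment then 72 h with doxorubicin before readout; 0% = doxorubicin-only wells and 100% = vehicle-treated cells without doxorubicin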
E-sel TNF inh: blocks E-selectin expression induced by TNF alpha; HUVEC TNFa-induced E-selectin immunofluorescence, high content; inhibition, % at 2 µM; 120,000 tested, 0.71% active;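 active = inhibition above the batch mean plus 3 SD, and confirmed as a hit on visual image review, cut at about 43% in these data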;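 also: 0% = TNF-stimulated DMSO wells and 100% = unstimulated control wells; not every result past the cut was called active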
bCat KO growth: beta-catenin-lacking colon tumor cell growth suppression | AID 818 | HCT116 beta-catenin knockout viability, CellTiter-Glo, 60 h; hits give low values | 140,000 tested, 1.5% active | viability, % at 10 µM;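 active = viability at or under a set limit, the compound median less 4 SD, cut at about 6% in these data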;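 also: 0% = Hyamine 1622 control at 20 µM and 100% = untreated cell control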
Measles CPE: protection of cells from measles virus | Measles virus-infected cells, CPE protection, absorbance | protection (pct of control), % at 4 µM | 140,000 tested, 1.5% active; in the data active = protection mostly above about 24%, no sharp cut-off; inactive = mostly below about 26%; also: some compounds called inactive have numbers as strong as hits
GALR2 antag: blocks the human galanin receptor 2. O43603. GALR2-expressing cells, antagonist mode. inhibition, % at 4 µM. 140,000 tested, 0.39% active. AID 828; in the data active = inhibition above about 27%;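 also: cells stimulated with galanin 1-16 at roughly its EC80; 0% = agonist challenge control and 100% = basal control without agonist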
BB579 growth dn: chemicals that inhibit yeast BB579 growth in restrictive medium (lifespan-shortening candidates); S. cerevisiae BB579 growth, OD615, 48 h; inhibition, % at 10 µM; 140,000 tested, 0.51% active;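 active = inhibition above a set limit, 3 SD over the mean compound inhibition, cut at about 44% in these data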; also: inactives centre near -24
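Assay system: S. cerevisiae DeaD strain BB579 yeast. Medium: CSMM-D restrictive synthetic medium containing dextrose (glucose). Times: 4 h cell preincubation, 48 h compound exposure, 30 °C humidified. Signal: OD615 turbidity measurement. Benchmarks: positive control amphotericin B 10 µg/mL.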
* hit, by the source's call; nt = not tested or not shown.

SMILES	Yeast life ext	NPY-Y2 antag	HCT116 PTEN-null	MRP-1 activ	E-sel TNF inh	bCat KO growth	Measles CPE	GALR2 antag	BB579 growth dn
Cc1cccc2c1NC(=O)/C2=C\C(=O)c1cccs1	18	1	2.2*	-6.1	6	4.9*	20	23	-33
NC(N)=NC(=O)Cc1c(Cl)cccc1Cl	7	1	78	-0.3	nt	75	5	-38	5
Cc1cccc(C)c1NC(=O)C1CCCCN1C (stereo unspecified)	0	1	94	-1.1	nt	99	21	4	-32
COc1ccc2ccc(=O)oc2c1	-4	1	97	-1.1	nt	94	1	-1	-38
CCCCC1C(=O)N(c2ccccc2)N(c2ccccc2)C1=O	28*	4	93	-0.3	-25	98	60*	12	-24
O=c1cc(-c2ccc(O)cc2)oc2cc(O[C@@H]3O[C@H](CO)[C@@H](O)[C@H](O)[C@H]3O[C@@H]3OC[C@](O)(CO)[C@H]3O)cc(O)c12	-3	0	105	-0.6	1	91	28	-6	1
COc1ccc2nc(NC(=O)Nc3ccccc3)sc2c1	-4	-2	71	0.0	nt	78	32	-1	-33
CN(C)CCOc1ccccc1Cc1ccccc1	1	9	82	1.3	nt	91	44*	-16	-7
C[C@@H]1C[C@H]2[C@@H]3C[C@H](F)C4=CC(=O)C=C[C@]4(C)[C@@]3(F)[C@@H](O)C[C@]2(C)[C@@]1(O)C(=O)COC(=O)C(C)(C)C	3	0	99	4.3	nt	84	65	-21	-43
CNc1c2c(nn1C)CCCC2	-2	-3	98	-1.7	13	96	14	-13	-35
CCCCOc1ccc(CC(=O)NO)cc1	1	-1	92	-2.9	nt	93	6	4	-30

Entries of single compounds as entered above:
Record of COc1ccc2nc(NC(=O)Nc3ccccc3)sc2c1 : Yeast life ext: -4; NPY-Y2 antag: -2; HCT116 PTEN-null: 71; MRP-1 activ: 0.0; E-sel TNF inh: nt; bCat KO growth: 78; Measles CPE: 32; GALR2 antag: -1; BB579 growth dn: -33
Record of NC(N)=NC(=O)Cc1c(Cl)cccc1Cl : Yeast life ext: 7; NPY-Y2 antag: 1; HCT116 PTEN-null: 78; MRP-1 activ: -0.3; E-sel TNF inh: nt; bCat KO growth: 75; Measles CPE: 5; GALR2 antag: -38; BB579 growth dn: 5

Among those listed so far, these have a carbonyl joined to an NH by a bond outside any ring.
SMILES	Yeast life ext	NPY-Y2 antag	HCT116 PTEN-null	MRP-1 activ	E-sel TNF inh	bCat KO growth	Measles CPE	GALR2 antag	BB579 growth dn
Cc1cccc(C)c1NC(=O)C1CCCCN1C (stereo unspecified)	0	1	94	-1.1	nt	99	21	4	-32
COc1ccc2nc(NC(=O)Nc3ccccc3)sc2c1	-4	-2	71	0.0	nt	78	32	-1	-33
CCCCOc1ccc(CC(=O)NO)cc1	1	-1	92	-2.9	nt	93	6	4	-30

Some of the compounds tested, so the mix of outcomes need not match the whole.
